Screens: PubChem, National Center for Advancing Translational Sciences (NCATS)
PTAP TSG101 blk: blocks PTAP/TSG101 interaction to inhibit HIV-1 budding; Q99816; Fluorescence polarization, FITC-PTAP peptide / Tsg101 binding; Potency, µM (highest dose often 115 µM), for the others: top-dose activity change, negative = inhibition, actives largely listed as inhibitors; 340,000 tested, under 10 active; active means well fitted inhibition curve with a large enough effect in the main read-out, with a control signal flat, not every such curve was filed as active; inconclusive means small, poorly fitted or top-dose-only effect, or effect the other way, or a change in a side signal; inactive means no such curve, though single readings can be large or run the other way; further: potency means the concentration at half of the fitted maximal effect; % of control where 0% means no effect
Target sequence (Q99816 whole entry, looked up): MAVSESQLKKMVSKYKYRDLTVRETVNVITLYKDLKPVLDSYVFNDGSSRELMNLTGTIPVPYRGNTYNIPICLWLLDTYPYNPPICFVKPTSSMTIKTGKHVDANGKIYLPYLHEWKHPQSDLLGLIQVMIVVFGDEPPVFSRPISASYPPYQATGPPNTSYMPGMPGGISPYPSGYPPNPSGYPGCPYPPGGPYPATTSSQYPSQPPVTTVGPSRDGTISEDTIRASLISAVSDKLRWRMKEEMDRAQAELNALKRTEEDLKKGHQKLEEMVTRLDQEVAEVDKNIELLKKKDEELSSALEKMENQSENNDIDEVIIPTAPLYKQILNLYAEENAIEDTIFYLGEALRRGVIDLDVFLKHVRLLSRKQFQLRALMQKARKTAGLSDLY
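Fluorescence polarization binding of Tsg101 binding domain (10 uM final) to FITC-labeled PTAP peptide (50 nM final) in HEPES pH 7.5 buffer with NaCl, Tween 20, EDTA, TCEP. Compounds added before peptide; binding 20 min at RT.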
MLL CXXC-DNA inh: inhibitors of human MLL CXXC domain-DNA interaction; MLL-CXXC / FITC-HOXA9 DNA fluorescence polarization; Potency, µM (titrated, usually from 115 µM), for the others: at the top dose activity change, negative = inhibition, most hits filed as inhibitors; 290,000 compounds, 0.037% hits; active means well fitted inhibition curve with a large enough effect in the polarisation, with a control signal flat, not every such curve was filed as active; inconclusive means small, poorly fitted or top-dose-only effect, or effect the other way, or a change in a side signal; inactive means no such curve, though single readings can be large or run the other way; the % refers to the polarisation; further: potency means the concentration at half of the fitted maximal effect
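Fluorescence polarization: 7 uM MLL-CXXC (stock) preincubated 5 min with compounds, then 50 nM fluorescein-HOX-A9 DNA (stock) added; 30 min ambient. Buffer 50 mM Tris-HCl pH 7.5, 50 mM NaCl, 1 mM DTT, 0.05% BSA.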
TCR activator: activators of T cell receptors | primary human leukocytes, anti-CD3, IL-2 HTRF, 48 h | 330,000 tested, under 10 active | Potency, µM (highest dose often 9.22 µM), inactives show top-dose activation of IL-2 secretion, hits mostly activators | AID 504894; further: % of control where 0% means no effect
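Compounds are tested in HTS on primary human leukocytes co-incubated with a-CD3 beads for 48 hr. IL-2 output is measured by time-resolved FRET.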
ELG1 DNA repair: inhibitors of ELG1-dependent DNA repair in HEK293T cells; HEK293T ELG1-luciferase reporter, luminescence, 16 h; DNA damage induced by 5-fluorouridine; Potency, µM (top dose mostly 46.1 µM), inactives show at the top dose activity change, negative = inhibition, usual class: inhibitors; 330,000 compounds, 2.3% hits; further: potency means the concentration at half of the fitted maximal effect; on the % scale 0 is the no-effect control and ±100 the full control effect; nearly all actives have a fitted effect of over 55% in size
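Step one: seed 2,000 cells per well. Step two: pin-transfer compound or DMSO alongside 5-fluorouridine. Step three: incubate 16 hr, 37 °C, 5% CO2. Step four: add ONE-Glo, wait 30 min, read luminescence.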
a7 integrin act: activates integrin-mediated alleviation for muscular dystrophy; alpha7betagal myoblasts, beta-gal FDG fluorescence, 48 h; Potency, µM (doses to about 38.3 µM), inactives show at the top dose activation, actives largely listed as activators; 350,000 compounds, 0.064% hits; AID 624291;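 further: potency means the concentration at half of the fitted maximal effect; 100% = response of the positive control SU9516; nearly all actives have a fitted effect of over 60% in size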
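Alpha7betagal+/- myoblasts (passage 13) were plated 16-24 hr, then exposed to compounds (1:260 dilution of DMSO stock) for 48 hours at 37C. After MPER lysis, β-galactosidase reporter activity was read as FDG fluorescence (ex 480/em 540) after 30 minutes.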
TRPV1 agonist: activates the human vanilloid receptor TRPV1. activation, % at 8.33 µM. 320,000 compounds, 0.19% hits. TRPV1-expressing cells, Fluo-8 calcium influx, agonist mode. Q8NER1; in the data active means activation above about 80%; inconclusive means between about 30% and that limit; further: 0% is about no effect
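TRPV1-expressing cells were cultured overnight at 35.5C and loaded with Fluo-8 calcium dye for 40 to 90 min at room temperature. After a 10 s baseline, compound was added and calcium influx was read kinetically for 3 min (ex 480/em 520 nm).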
p53 reactivator: re-activators of mutant p53. H1299 p53-A138V BP100-luciferase reporter, luminescence, 24 h. Potency, µM (series often up to 92.2 µM), inactives show at the top dose activity change, positive = activation, actives largely listed as activators. 320,000 compounds, 0.063% hits; further: potency means the concentration at half of the fitted maximal effect; % of control where 0% means no effect; nearly all actives have a fitted effect of over 45% in size
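H1299 (p53-null), stable ts p53-A138V + BP100-Luc; 1000 cells/well, Opti-MEM/10% FBS; cpd 4 pt, 1:5; 24 h, 37 deg C, 5% CO2; detection reagent 10 min RT; luminescence.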
A-T KAP1 phos: candidate therapy for ataxia-telangiectasia | […] A-T fibroblasts, KAP-1 phosphorylation AlphaLISA; neocarzinostatin DNA damage 30 min before lysis | Potency, µM (series often up to 57.5 µM), for the others: top-dose activation, hits mostly activators | 320,000 compounds, 0.19% hits; further: potency means the concentration at half of the fitted maximal effect; % of control where 0% means no effect; nearly all actives have a fitted effect of over 45% in size
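hTERT-immortalized A-T patient fibroblasts ([…]), 500 cells/well in OPTI-MEM, 1% FBS, got compounds for 60 min, then NCS for 30 min at 37C. Lysates were then assayed for phospho-KAP-1 by AlphaLISA (anti-pKAP1 donor, anti-KAP1 acceptor beads), 6 hr at 25C.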
BRCA1 expr act: BRCA1 expression activation; MCF7-BRCA1-FFLuc reporter, luminescence, 48 h; response scale: scaled: vehicle 0%, 10 µM genistein 100%; Potency, µM (doses to about 46.1 µM), for inactives: top-dose activation, usual class: activators; 380,000 compounds, 1.1% hits; AID 624202; further: potency means the concentration at half of the fitted maximal effect; nearly all actives have a fitted effect of over 80% in size; some results filed as inactive show a strong effect at the top dose
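First, MCF7-BRCA1-FFLuc cells (2000/well) attach for 2 h; next, compounds are pin-added and incubated 48 h at 37 °C; finally, luciferase reagent is added and luminescence read after 15 min.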
B2AR arrestin: beta2AR (human) beta-arrestin recruitment activity; 330,000 compounds, 0.02% hits; P07550; AID 492947; beta-arrestin recruitment to beta2AR, cell-based reporter; Potency, µM (titrated, usually from 46.1 µM), for the others: top-dose activation, most hits filed as activators;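 further: potency means the concentration at half of the fitted maximal effect; 0% = DMSO controls and full agonism = EC100 isoproterenol or metaproterenol; nearly all actives have a fitted effect of over 65% in size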
Target sequence (P07550 whole entry, looked up): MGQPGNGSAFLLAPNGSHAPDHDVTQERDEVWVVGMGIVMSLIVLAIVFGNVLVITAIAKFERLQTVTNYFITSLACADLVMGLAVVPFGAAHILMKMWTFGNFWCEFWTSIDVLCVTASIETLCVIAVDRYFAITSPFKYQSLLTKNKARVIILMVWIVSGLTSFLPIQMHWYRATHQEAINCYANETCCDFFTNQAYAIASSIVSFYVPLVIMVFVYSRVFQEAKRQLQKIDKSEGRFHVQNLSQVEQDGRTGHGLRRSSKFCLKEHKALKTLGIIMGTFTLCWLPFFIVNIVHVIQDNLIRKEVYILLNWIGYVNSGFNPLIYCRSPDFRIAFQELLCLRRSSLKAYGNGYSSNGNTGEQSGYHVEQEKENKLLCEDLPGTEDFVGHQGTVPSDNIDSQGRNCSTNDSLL
* hit, by the source's call; ? = inconclusive; · = not tested or not shown; [ ] = another dose, or the depositor's remark. Unless noted, the call rests on the fitted dose curve; in most records, active means well fitted curve in the direction sought with a large enough effect; inconclusive means small, poorly fitted or top-dose-only effect, or another doubt; inactive means no such curve, though single readings can be large; an effect the other way counts as inactive or inconclusive.

SMILES	PTAP TSG101 blk	MLL CXXC-DNA inh	TCR activator	ELG1 DNA repair	a7 integrin act	TRPV1 agonist	p53 reactivator	A-T KAP1 phos	BRCA1 expr act	B2AR arrestin
NC(=O)c1c(NC(=O)C(=O)N2CCOCC2)sc2c1CCC2	1%	-3%	-5%	27%	-4%	2	8%	0%	4%	0.2%
CC(=O)c1cccc(NC(=O)CSc2nnc(-c3ccncc3)o2)c1	-4%	·	·	7%	19%	-2	9%	-1%	-4%	-0.2%
O=C1CC(=O)N2N=C(c3ccc([N+](=O)[O-])cc3)SC2=N1	-2%	13%	-12%[46.1 µM]	15%	-3%	0	4%	-1%	3%	0.3%
Cc1ccc(C)c(NC(=O)CCC(=O)NN=C2CCCC2)c1	-1%	3%	-1%	8%	?	1	17%	16%	-9%	-0.8%
Cc1ccc2c(c1)C(c1ccc(F)cc1)N(C(=O)c1cc3ccccc3oc1=O)CC(=O)N2 (stereo not given)	2%	24%	4%	-4%	18%	?	-7%	-21%	-11%	0.6%
COc1ccc(CC(=O)N2CCc3cc(OC)c(OC)cc3C2C)c(OC)c1 (stereo not given)	-3%	37%[activator]	0%	-13%	?	4	-5%	-11%	-2%	0.3%
CC(=O)C1=C(Nc2ccc(C)cc2)CC(C)(O)C(C(C)=O)C1c1ccco1 (stereo not given)	-3%	1%	7%	7%	11%	?	5%	-6%	6%	-0.6%
COc1ccc(-c2nnc(NC(=O)CS(=O)(=O)c3ccc(Cl)cc3)o2)c(OC)c1	-1%	3%	0%	1%	-40%	-2	-5%	-3%	0%	0.1%
COc1cc(NC(=O)c2ccc3c(c2)OCCO3)ccc1NC(=O)c1cccs1	-1%	10%	2%	4%	-2%	4	-1%	6%	20%	-0.1%
CCOC(=O)c1c(C)nc2sc(C(N)=O)c(N)c2c1-c1ccc(OC)cc1	-3%	-1%	1%	13µM*	0%	0	-2%	-1%	-25%	-0.2%
CC1CCCC(C)N1C(=O)COc1ccc(C(=O)N/N=C/c2ccc(C(=O)O)cc2)cc1 (stereo not given)	-1%	-7%	-3%	0%	9%	1	3%	-3%	18%	0.0%
CC(C(=O)NCCCN1CCOCC1)n1cccc1C(=O)c1ccccc1 (stereo not given)	-4%	2%	-1%[46.1 µM]	-5%	-4%	-2	11%	-4%	-9%	3.6%
O=C(NCc1ccccc1)C1=C[C@H](c2csc3ccccc23)C[C@H](OCCCCO)O1	-1%	-1%	-6%	?	-43%	10	1%	-24%	-43%	0.6%
COc1cccc(NC(=O)C(C)NS(=O)(=O)c2ccc(Br)cc2)c1 (stereo not given)	-9%	-6%	-2%	-7%	27%	2	-6%	8%	-9%	-0.4%
OC(COc1ccccc1)CN1C2=NCCCN2c2ccccc21 (stereo not given)	-2%	5%	3%	-2%	10%[1.53 µM]	1	-14%	-5%	-36%	-0.1%
NS(=O)(=O)c1ccc(CCNC(=O)CSc2cccs2)cc1	2%	-8%	-7%	-1%	?	4	4%	-2%	-28%	0.0%
O=C(CN1C(=O)C2CC=CCC2C1=O)Nc1ccc(Br)cc1 (stereo not given)	-2%	-5%	-9%	11%	31%	4	2%	0%	-11%	-0.5%
O=C(COc1ccccc1C(=O)Nc1ccccc1)c1ccc(F)cc1	0%	24%	-2%	3%	9%	18	1%	4%	-6%	2.6%
COc1ccccc1N1CCN(C(CNS(=O)(=O)c2ccccc2)c2ccccc2)CC1 (stereo not given)	-11%	7%	-1%	-27%	?	-1	12%	3%	-23%	-0.3%
COc1ccc(CNC(=O)CN2C(=O)CSc3ccc(S(=O)(=O)N4CCCCC4)cc32)cc1	-2%	28%	-3%	-5%	0%	1	-12%	0%	2%	0.3%
CNC(=S)N1CCC(NC(=O)C23CC4CC(CC(C4)C2)C3)CC1	-2%	-3%	11%	12%	-4%	2	-2%	2%	5%	6.7%
Cc1cccc(C)c1NC(=O)Cn1nnc(C(=O)Nc2ccc(F)cc2F)c1N	0%	14%	6%	20%	-3%	3	-2%	3%	23%	0.1%
O=C(NC(Cc1ccccc1)C(=O)O)/C(=C\c1ccc(Br)cc1)NC(=O)c1ccc(Br)o1 (stereo not given)	-3%	4%	7%	-1%	25%	1	-4%	-3%	2%	-0.1%
CN(C)CCNc1ncnc2ccccc12	-6%	10%	4%	5%	-5%	0	4%	-4%	2%	-0.2%
COc1ccc2c(c1)[nH]c(=O)c1sc3ccccc3c12	-2%	44%[activator]	-1%	9%	-10%	2	3%	5%	-44%	0.3%

New compounds follow:
SMILES	PTAP TSG101 blk	MLL CXXC-DNA inh	TCR activator	ELG1 DNA repair	a7 integrin act	TRPV1 agonist	p53 reactivator	A-T KAP1 phos	BRCA1 expr act	B2AR arrestin
CC(C)(C)NC(=O)CSc1nc2ccc(NC(=O)CSc3nnc(N)s3)cc2s1	0%	-7%	5%[46.1 µM]	16µM*	-34%	0	-21%	2%	-23%	0.3%
O=C(Cn1cnc2ccccc2c1=O)c1c[nH]c2ccccc12	-1%	7%	3%	3%	13%	-1	1%	·	7%	0.4%
C=C(C)[C@@H]1CC=C(CN2CCN(Cc3ccccc3)CC2)CC1	-3%	-7%	-4%	11%	-23%	-1	?	24%	1%	0.1%
COc1cccc(CN2CCN(CCCc3ccccc3)C(CCO)C2)c1O (stereo not given)	0%	-6%	-1%	-9%	-7%	0	-4%	2%	-18%	0.1%
CCOc1ccc(CCNC(=O)CCc2nnc3ccc(N4CCOCC4)nn23)cc1	1%	·	1%	-7%	-18%	-3	·	3%	0%	2.2%
CC1(c2ccc(Cl)cc2Cl)NC(=O)N(CC(=O)N2CCN(C(=O)c3ccco3)CC2)C1=O (stereo not given)	0%	·	1%	6%	-5%	-1	-7%	-1%	-2%	-0.2%
Cc1ccc(C)c(NC(=O)CN(C)C(=O)c2cc3ccccc3o2)c1	-1%	0%	-7%	-9%	0%	9	-4%	-1%	1%	0.0%
O=[N+]([O-])c1ccc2ccn(C3OCC(O)C(O)C3O)c2c1 (stereo not given)	-2%	-2%	-1%	7%	13%	-1	-3%	-1%	-6%	0.0%
COc1ccc(CN2CCN(C(=O)c3cccc4ccccc34)CC2)cc1Br	-2%	-16%	-11%	?	-21%	10	·	4%	-39%	0.1%
O=c1cc(CS(=O)(=O)c2ccccc2)nc(-c2ccncc2)[nH]1	-4%	16%	-6%	-5%	-7%	1	-2%	4%	41%	-1.0%
CNC(=O)COc1cccc(C(=O)NCc2ccccc2)c1	-17%	22%	3%[46.1 µM]	1%	29%	1	-20%	0%	-4%	-1.1%

Some of the entries above, reformatted:
| compound | PTAP TSG101 blk | MLL CXXC-DNA inh | TCR activator | ELG1 DNA repair | a7 integrin act | TRPV1 agonist | p53 reactivator | A-T KAP1 phos | BRCA1 expr act | B2AR arrestin |
| --- | --- | --- | --- | --- | --- | --- | --- | --- | --- | --- |
| CNC(=O)COc1cccc(C(=O)NCc2ccccc2)c1 | -17% | 22% | 3%[46.1 µM] | 1% | 29% | 1 | -20% | 0% | -4% | -1.1% |
| CC(C)(C)NC(=O)CSc1nc2ccc(NC(=O)CSc3nnc(N)s3)cc2s1 | 0% | -7% | 5%[46.1 µM] | 16µM* | -34% | 0 | -21% | 2% | -23% | 0.3% |
| COc1ccc(CN2CCN(C(=O)c3cccc4ccccc34)CC2)cc1Br | -2% | -16% | -11% | ? | -21% | 10 | · | 4% | -39% | 0.1% |
| O=c1cc(CS(=O)(=O)c2ccccc2)nc(-c2ccncc2)[nH]1 | -4% | 16% | -6% | -5% | -7% | 1 | -2% | 4% | 41% | -1.0% |

Structures shown so far containing fluorine, in the order listed:
SMILES	PTAP TSG101 blk	MLL CXXC-DNA inh	TCR activator	ELG1 DNA repair	a7 integrin act	TRPV1 agonist	p53 reactivator	A-T KAP1 phos	BRCA1 expr act	B2AR arrestin
Cc1ccc2c(c1)C(c1ccc(F)cc1)N(C(=O)c1cc3ccccc3oc1=O)CC(=O)N2 (stereo not given)	2%	24%	4%	-4%	18%	?	-7%	-21%	-11%	0.6%
O=C(COc1ccccc1C(=O)Nc1ccccc1)c1ccc(F)cc1	0%	24%	-2%	3%	9%	18	1%	4%	-6%	2.6%
Cc1cccc(C)c1NC(=O)Cn1nnc(C(=O)Nc2ccc(F)cc2F)c1N	0%	14%	6%	20%	-3%	3	-2%	3%	23%	0.1%
